Bioassay records (PubChem)
hIAP block – human IAP inhibitors, primary screen, biochemical, luminescence, uHTS. Intestinal-type alkaline phosphatase (Homo sapiens), P09923. actives 0.12% (n = 330,000). inhibition, % at 10 µM. purified IAP, CDP-Star luminescence, 30 min. AID 2544, 2010;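 active = inhibition reaching a set limit with compound at 10 µM in the primary screen, cut at about 35% in these data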;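 note: plate controls were DMSO wells with enzyme for no effect and no-enzyme buffer wells for full effect; values of inactives mirror those of a sister screen read the other way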
MIN6 prolif – inducers of MIN6 beta-cell proliferation, primary screen, ATP luminescence, uHTS; AID 2380, 2010; actives 0.29% (n = 330,000); proliferation, % at 10 µM; MIN6 cells proliferation, ATPlite luminescence, 48 h; cells starved in 0.2% serum; 100% = growth in 10% serum;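 active = compounds whose signal lies at least 3.5 SD above the mean of all wells on their plate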;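 note: 0% = DMSO-treated cells in low-serum medium and 100% = 10% serum control; some compounds called inactive have numbers as strong as hits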
APOBEC3G inh – APOBEC3G DNA deaminase inhibitors, primary screen, biochemical, fluorescence, single-stranded DNA substrate, uHTS | recombinant A3G, ssDNA deamination FAM/TAMRA fluorescence | AID 493012, 2011 | DNA dC->dU-editing enzyme APOBEC-3G (Homo sapiens), Q9HC16 | actives 0.28% (n = 330,000) | inhibition, % at 20 µM;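 active = inhibition of at least 40% at 20 µM, with no more than 30% in the related APOBEC3A deaminase screen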;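 note: plate controls were DMSO wells with A3G for no effect and wells lacking A3G enzyme for full effect; some compounds called inactive have numbers as strong as hits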
Target sequence (Q9HC16 whole entry, looked up): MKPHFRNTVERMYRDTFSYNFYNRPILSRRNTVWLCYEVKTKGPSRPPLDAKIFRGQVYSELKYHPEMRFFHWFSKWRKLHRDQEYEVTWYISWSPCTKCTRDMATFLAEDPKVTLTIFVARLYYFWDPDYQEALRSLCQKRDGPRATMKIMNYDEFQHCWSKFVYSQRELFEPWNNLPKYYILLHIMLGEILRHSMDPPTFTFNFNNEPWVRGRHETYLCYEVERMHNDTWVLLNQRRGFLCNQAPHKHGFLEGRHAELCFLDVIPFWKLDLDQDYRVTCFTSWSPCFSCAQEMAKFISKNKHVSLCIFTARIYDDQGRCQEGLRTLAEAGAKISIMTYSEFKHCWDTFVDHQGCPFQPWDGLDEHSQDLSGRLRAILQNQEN
mIAP activ – activators of mouse IAP, primary screen, biochemical, luminescence, uHTS. intestinal alkaline phosphatase [Mus musculus]. muIAP, CDP-Star luminescence, 30 min; stronger effect = higher value; 1 = vehicle-only enzyme signal, 0 = enzyme-free wells. activation factor at 10 µM. actives 0.24% (n = 330,000);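 active = activation factor of at least 2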; note: the source names both 10 and 20 µM as test concentration; values of inactives mirror those of a sister screen read the other way
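System: Mouse IAP enzyme | Also added: CDP-Star substrate | Dosing: Compounds dispensed in DMSO | Schedule: 30 min enzyme-substrate-compound incubation at room temperature | Technique: Chemiluminescence readout | Control set: DMSO-only wells and no-enzyme negative control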
ATG4B inhibitor – ATG4B protease inhibitors, primary screen, biochemical, fluorescence, uHTS; Cysteine protease ATG4B (Homo sapiens), Q9Y4P1; inhibition, % at 8.33 µM; ATG4B cleavage of LC3-PLA2, NBD-HPC fluorescence, 1 h; actives 0.51% (n = 340,000); in the data active = inhibition above about 40%
Target sequence (Q9Y4P1 whole entry, looked up): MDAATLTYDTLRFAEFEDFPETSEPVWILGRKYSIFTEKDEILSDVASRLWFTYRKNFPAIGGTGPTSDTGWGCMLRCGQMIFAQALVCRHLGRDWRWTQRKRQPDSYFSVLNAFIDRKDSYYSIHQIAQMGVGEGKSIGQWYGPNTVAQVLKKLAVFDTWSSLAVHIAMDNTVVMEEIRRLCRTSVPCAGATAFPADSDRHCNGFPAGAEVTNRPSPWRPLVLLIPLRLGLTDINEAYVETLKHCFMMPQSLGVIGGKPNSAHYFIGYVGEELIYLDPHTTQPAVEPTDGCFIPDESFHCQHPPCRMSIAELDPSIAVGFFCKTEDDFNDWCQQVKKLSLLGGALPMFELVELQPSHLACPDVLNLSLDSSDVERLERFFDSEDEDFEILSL
MPTP inh – mitochondrial permeability transition pore inhibitors, primary screen, biochemical, isolated mouse mitochondria, absorbance; Ca2+ swelling absorbance, 30 min; inhibition, % at 10 µM; actives 1.4% (n = 360,000);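 active = inhibition of 50% or more, scaled per plate between neutral and stimulator controls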;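 note: 0% = DMSO wells given calcium and 100% = 1 mM EGTA wells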
hIAP activ – human IAP activators, primary screen, biochemical, luminescence, uHTS; purified human IAP, CDP-Star luminescence, 30 min; stronger effect = higher value; 1 = vehicle-only enzyme, 0 = enzyme-free background; activation factor at 10 µM; actives 0.16% (n = 330,000); AID 2524, 2010;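 active = activation factor of the enzyme at least 2-fold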; note: the source names both 10 and 20 µM as test concentration; values of inactives mirror those of a sister screen read the other way
A3A deaminase – APOBEC3A ssDNA deaminase inhibitors, primary screen, selectivity assay for APOBEC3G inhibitor project, biochemical, FAM/TAMRA oligo cleavage fluorescence; inhibition, % at 20 µM; actives 0.41% (n = 330,000); DNA dC->dU-editing enzyme APOBEC-3A (Homo sapiens), P31941; recombinant A3A, FAM/TAMRA ssDNA deamination fluorescence;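 active = at least 40% inhibition at 20 µM here, with at most 30% in a related deaminase screen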;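 note: plate controls were A3A with DMSO for no effect and wells lacking A3A enzyme for full effect; some results filed as inactive read as strong as hits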
Target sequence (P31941 whole entry, looked up): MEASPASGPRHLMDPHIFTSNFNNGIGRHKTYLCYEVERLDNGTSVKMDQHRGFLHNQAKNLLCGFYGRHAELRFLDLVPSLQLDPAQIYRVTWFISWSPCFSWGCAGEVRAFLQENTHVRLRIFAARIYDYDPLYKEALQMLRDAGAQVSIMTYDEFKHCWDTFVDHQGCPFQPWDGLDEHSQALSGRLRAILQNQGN
mIAP inh – inhibitors of mouse IAP, primary screen, biochemical, luminescence, uHTS | intestinal alkaline phosphatase [Mus musculus] | purified mouse IAP, CDP-Star luminescence, 30 min | inhibition, % at 10 µM | actives 0.2% (n = 330,000);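 active = inhibition of at least 40% at 10 µM in the primary screen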;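 note: plate controls were DMSO with enzyme for no effect and no enzyme wells for full effect; values of inactives mirror those of a sister screen read the other way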
* = called active by the depositor.

SMILES	hIAP block	MIN6 prolif	APOBEC3G inh	mIAP activ	ATG4B inhibitor	MPTP inh	hIAP activ	A3A deaminase	mIAP inh
O=C(Cn1cnc2ccccc2c1=O)Nc1ccc2c(c1)CCC2	13.1	-2.7	-1.2	1.11	1.2	-1.1	0.869	11.2	-10.6
COC(=O)c1ccc(Oc2nc(Nc3ccc(C)c(C)c3)nc(N(C)C)n2)cc1	2.0	-5.7	-3.0	0.955	19.5	1.7	0.98	2.1	4.5
Cc1c(C#N)c(NC(=O)C(C)C)n(Cc2ccccc2)c1C	-5.1	3.3	-0.3	0.99	-4.4	-0.8	1.05	-1.6	1.0
O=C(Cc1ccccc1[N+](=O)[O-])NCCCN1CCOCC1	7.8	1.0	-5.3	0.976	-1.2	-0.5	0.922	1.5	2.4
CCc1ccc2oc(=O)cc(CN3CCN(Cc4ccccc4)CC3)c2c1	-0.5	1.8	1.0	1.03	-5.1	0.0	1	2.6	-3.1
Cc1ccc(NC(=O)c2cc(S(=O)(=O)N3CCOCC3)cn2C)cc1Cl	7.9	-0.3	6.3	1.23	9.0	-1.5	0.921	-0.1	-23.0
Cc1ccc(S(=O)(=O)N2CCN(C(=O)Cc3sc(C)nc3-c3ccc(F)cc3)CC2)c(C)c1	4.4	-3.6	-12.8	0.956	-11.4	-3.1	0.956	1.9	4.4
COc1ccc(-n2cc(C(=O)O)c3ccccc3c2=O)cc1	-16.2	-4.4	-6.9	1.07	-0.6	0.3	1.16	-4.6	-7.1
O=C(c1cc2c(s1)-c1ccccc1OC2)N1CCN(c2ccccn2)CC1	12.5	0.8	-4.0	0.856	4.9	-0.1	0.875	-0.3	14.4
COc1ccccc1OC(=O)c1ccc(S(=O)(=O)N(C)C)cc1	26.7	-1.8	-0.2	0.902	-4.0	-0.3	0.733	0.0	9.8
CCOc1ccc(-n2ccnc(SCC(=O)NCc3cccc(OC)c3)c2=O)cc1	-20.7	-1.3	-3.7	0.746	0.8	-0.2	1.21	-4.1	25.4
Cc1cc2cc(CN(Cc3ccc4c(c3)OCO4)C(=O)c3cnccn3)c3nnnn3c2cc1C	14.5	0.2	-0.9	0.874	-17.9	1.9	0.855	0.9	12.6
Cn1c(=O)c2ccccc2n2c(=S)[nH]nc12	5.2	0.6	44.3*	0.879	6.3	0.1	0.948	-7.3	12.1
CCc1cccc(NC(=O)CCCN2C(=O)NC(C)(C)C2=O)c1	-4.2	1.5	-6.7	1.01	-11.6	-0.4	1.04	6.3	-1.1
Cc1ccc(OCc2nnc(SCC(N)=O)n2N)cc1	-7.8	-2.7	-4.5	0.959	-6.6	0.4	1.08	1.3	4.1
c1ccc(Nc2nc(-c3ccccn3)cs2)cc1	-34.6	-3.4	1.8	1	5.9	-0.4	1.35	0.0	0.0
CN(C)c1cc(-c2ccc(Br)cc2)oc(=O)c1Cl	-17.8	-3.0	-7.2	1.08	3.0	4.0	1.18	-2.3	-8.5
O=C(Nc1ccc2nc(-c3cccnc3)[nH]c2c1)C12CC3CC(CC(C3)C1)C2	-1.5	-4.4	0.6	0.628	-29.9	-0.4	1.01	3.3	37.2
CCCn1[nH]cc(SC)c(=O)c1=O	-11.9	-2.9	-5.0	0.988	-5.3	-2.2	1.12	-6.1	1.2
Cc1csc(NC(=O)/C=C/c2ccco2)n1	-0.6	-1.4	-1.7	0.918	8.0	-0.3	1.01	0.1	8.2
O=C(Nc1sc2c(c1C(=O)NC1CCCCC1)CCC2)c1ccco1	7.4	-1.5	-1.4	0.885	-1.1	0.9	0.926	2.0	11.5
O=C(CCS(=O)(=O)c1cccc2nonc12)NCCc1ccccc1	-13.2	-0.9	-1.3	0.961	-0.9	-1.1	1.13	-0.2	3.9
COc1ccccc1NC(=O)c1ccc([N+](=O)[O-])cc1[N+](=O)[O-]	-11.8	-0.6	-0.5	1.01	2.2	-0.5	1.12	-5.7	-1.4
CCOC(=O)C1CCN(Cc2cc(=O)oc3c(C)c(C)ccc23)CC1	6.4	-0.3	-3.6	1	-3.7	1.8	0.936	3.1	-0.5
CCOc1ccccc1C1CC(c2ccccc2)Nc2nc(N)nn21 (stereo not given)	4.0	-2.4	-4.1	0.987	-4.0	-1.2	0.96	1.3	1.3
COc1ccc(COC(=O)C2CCN(S(=O)(=O)c3ccc(OC)c(OC)c3)CC2)cc1	11.6	1.7	-5.8	0.99	-4.2	-0.5	0.884	1.2	1.0
COc1ccccc1N1C(=O)C2C3C=CC(CC3)C2C1=O (stereo not given)	-0.6	-3.0	0.4	1.02	5.8	-0.4	1.01	-0.6	-1.9
O=C(CSc1nnc2scc(-c3ccccc3)n12)N1CCCc2ccccc21	4.3	3.5	-2.3	1	-7.3	-0.1	0.957	-0.9	-0.1
Cc1ccc(C)c(N(CC(=O)N2CCc3ccccc3C2)S(C)(=O)=O)c1	-3.3	0.4	1.3	0.942	-0.5	3.5	1.03	-0.7	5.8
COC(=O)COc1coc(CN2CCN(c3cccc(Cl)c3)CC2)cc1=O	-15.0	-5.1	3.3	0.94	1.8	2.2	1.15	-0.8	6.0
O=c1[nH]cnc2sc3c(c12)CN(Cc1ccccc1)CC3	4.7	-1.7	-8.3	0.902	-4.3	-0.3	0.953	-4.2	9.8
CCCCNC(=S)NNC(=O)c1csc2c1CCC(C)C2 (stereo not given)	-67.3	-0.5	-4.3	1	-7.1	3.8	1.67	0.6	-0.1
Cc1ccc(-c2nc(CSCC(=O)NCc3cccnc3)c(C)o2)cc1	2.5	-1.2	-1.1	0.961	-5.5	0.4	0.975	0.2	3.9
N=C(N)SCc1ccc(Cl)cc1Cl	-46.4	-5.0	-5.1	0.943	10.3	-3.3	1.46	-2.1	5.7
NS(=O)(=O)c1ccc(CCNC(=O)CN2CCCCCC2)cc1	-10.8	-1.5	-2.0	1.01	-0.9	-1.4	1.11	-2.9	-0.8
COCc1nnc(SCC(=O)NCc2ccccc2)n1-c1ccccc1	-22.2	-2.6	1.4	1.01	-18.6	-1.1	1.22	-2.1	-1.3
COCCCNC(=O)CN(CCc1ccccc1)S(=O)(=O)c1ccc(OC)cc1	-2.8	-1.2	-6.3	0.949	-2.3	-0.6	1.03	-3.2	5.1
O=C(N/C=C/n1cnc2cc(C(F)(F)F)ccc21)c1ccccc1	1.2	-4.1	-6.4	0.946	-1.3	-1.3	0.988	4.0	5.4
S=C(NCc1ccccc1)Nc1ccc2ccccc2c1	-2.2	-7.1	-5.8	1.97	36.1	8.3	1.02	-2.6	-96.5
CCCCCCn1c(CN2CCN(C(=O)OCC)CC2)nc2c1c(=O)n(C)c(=O)n2C	-7.8	0.5	-3.5	1.02	14.4	1.8	1.08	0.4	-2.2
CCOc1ccc(-c2ccc(SCC(=O)Nc3nnc(C)s3)nn2)cc1	-3.7	-4.6	-2.1	0.996	-6.2	0.8	1.04	2.8	0.4
CCN(CCCNC(=O)C1c2ccccc2C(=O)N(CCOC)C1c1ccc(F)cc1)Cc1ccccc1 (stereo not given)	-12.1	-2.7	-6.1	1.1	4.3	-2.9	1.12	3.9	-10.4
C/C(=N\Nc1ncc(Br)cn1)c1cccc([N+](=O)[O-])c1	-4.5	-1.1	4.9	1.03	-2.7	0.7	1.04	0.3	-3.3
Cc1c(C(=O)O)oc2ccc(S(=O)(=O)NCCC3=CCCCC3)cc12	6.6	-2.5	-5.3	0.963	11.3	2.0	0.934	-1.8	3.7
O=C(C1=C[C@H](c2ccc3c(c2)OCO3)C[C@H](OCc2ccc(CO)cc2)O1)N1CCCCCCC1	3.4	-0.7	-2.4	0.886	11.6	-2.2	0.966	0.0	11.4
N#CCN(C(=O)COC(=O)CCCNC(=O)c1ccc(Cl)cc1)c1ccccc1	-2.6	2.6	-5.6	0.951	-5.4	-0.9	1.03	-2.0	4.9
Clc1cccc(NCc2nnc3n2CCCCC3)c1	-16.9	0.7	4.5	0.935	29.2	-0.1	1.17	0.9	6.5
O=C(Nc1cccc(S(=O)(=O)N2CCOCC2)c1)C1CC(=O)N(c2ccc3c(c2)OCCO3)C1 (stereo not given)	2.0	2.5	-2.8	1.14	-8.6	0.4	0.98	12.0	-13.9
CSCCC(NS(=O)(=O)c1c(Cl)cccc1Cl)C(=O)O (stereo not given)	7.8	-1.5	3.2	1.06	-2.1	-4.3	0.922	4.4	-6.5
COC(=O)c1cn(C)c2ccc(S(=O)(=O)N3CCOCC3)cc2c1=O	0.1	6.2	-1.4	0.937	-7.6	2.4	0.999	-2.1	6.3
COCCn1c(N)c(N(Cc2ccccc2)C(=O)C2CCCC2)c(=O)[nH]c1=O	-40.2	-0.1	-2.6	1.11	-3.1	-0.3	1.4	-5.1	-10.9
Cc1c(C(=O)NCc2cccnc2)oc2ccc(S(=O)(=O)N3CCCCC3)cc12	14.7	-2.2	-2.6	0.894	-15.1	-1.0	0.853	0.6	10.6
COc1ccc(S(N)(=O)=O)cc1C(=O)OCCCOc1ccc(F)cc1	-4.2	-4.3	-0.6	1.02	-1.8	2.5	1.04	-1.8	-1.8
CCOc1cc(S(=O)(=O)NCc2ccc(OC)cc2)c(OCC)cc1-n1cnnn1	-8.6	0.2	-3.5	1.08	-2.4	-1.3	1.09	-5.6	-7.9
Cc1cnc(C(=O)Nc2ccccc2-n2cccc2)cn1	10.8	0.5	-2.5	0.948	-5.2	1.2	0.892	-2.9	5.2
Cc1occc1-c1nnc(SCC(=O)c2ccc3c(c2)OCCO3)n1CC1CCCO1 (stereo not given)	-7.8	1.8	-3.4	0.967	-2.5	0.6	1.08	0.6	3.3
CC(=O)c1ccc(NC(=O)CN2CCN(CC(=O)Nc3ccc(C(C)=O)cc3)CC2)cc1	3.2	-4.2	0.5	0.975	1.2	-0.4	0.968	0.6	2.5
COc1ccc(-c2nc3ccccc3c(=O)n2CCOc2cc(C)ccc2C)cc1	8.6	-2.4	-3.4	1	9.5	2.4	0.914	-2.1	-0.2

Pulled one by one from the list above (4):
SMILES	hIAP block	MIN6 prolif	APOBEC3G inh	mIAP activ	ATG4B inhibitor	MPTP inh	hIAP activ	A3A deaminase	mIAP inh
Cc1cnc(C(=O)Nc2ccccc2-n2cccc2)cn1	10.8	0.5	-2.5	0.948	-5.2	1.2	0.892	-2.9	5.2
COc1ccccc1OC(=O)c1ccc(S(=O)(=O)N(C)C)cc1	26.7	-1.8	-0.2	0.902	-4.0	-0.3	0.733	0.0	9.8
CCOc1cc(S(=O)(=O)NCc2ccc(OC)cc2)c(OCC)cc1-n1cnnn1	-8.6	0.2	-3.5	1.08	-2.4	-1.3	1.09	-5.6	-7.9
Cc1ccc(NC(=O)c2cc(S(=O)(=O)N3CCOCC3)cn2C)cc1Cl	7.9	-0.3	6.3	1.23	9.0	-1.5	0.921	-0.1	-23.0
